# XBP1 UPR activ: activators of adaptive arm of unfolded protein response (XBP1); CHO-XBP1 luciferase reporter, IRE1-XBP1 UPR activation, luminescence; percent of tunicamycin response, DMSO as zero; activation, % at 20 µM; 0.33% of 330,000 active; AID 463104;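 active means versus positive control, 20 µM dose yields 30% or more activation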;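 further: 100% = tunicamycin at 10 µg/mL and 0% = DMSO only wells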
#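 Material: CHO-XBP1 cells stably carrying IRE1-XBP1-driven luciferase reporter / Amount: 1000 cells per well / Compound: 20 µM, 1% DMSO / Times: 6 h treatment, 37 °C / Detection: luciferase luminescence / Measure: % activation of reporter signal versus tunicamycin and DMSO controls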
# CXCR6 inh: blocks human CXCR6 beta-arrestin recruitment | CHO-K1 PathHunter CXCR6 beta-arrestin, luminescence | 0.36% of 360,000 active | O00574 | AID 602244 | inhibition, % at 20 µM; in the data active means inhibition above about 34%, passing the limit was not always enough;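 further: antagonist mode with CXCL16 agonist at 10 nM final; 0% = 10 nM CXCL16 with DMSO and 100% = unstimulated wells without agonist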
# Target sequence (O00574 whole entry, looked up): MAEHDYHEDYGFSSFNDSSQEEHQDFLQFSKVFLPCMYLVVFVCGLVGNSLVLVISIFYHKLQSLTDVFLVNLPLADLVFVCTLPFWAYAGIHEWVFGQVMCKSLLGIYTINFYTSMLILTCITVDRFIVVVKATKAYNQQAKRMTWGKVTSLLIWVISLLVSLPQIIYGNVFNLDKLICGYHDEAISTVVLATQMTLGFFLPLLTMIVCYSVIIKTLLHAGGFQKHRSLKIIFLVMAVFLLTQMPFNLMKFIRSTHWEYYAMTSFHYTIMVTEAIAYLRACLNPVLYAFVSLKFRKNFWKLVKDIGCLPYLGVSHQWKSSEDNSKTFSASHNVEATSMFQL
# UPR CHOP act: apoptotic UPR (CHOP) activation; AID 449763; CHO-CHOP luciferase reporter, luminescence; percent of tunicamycin response over DMSO baseline; 0.34% of 330,000 active; activation, % at 10 µM;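 active means at 10 µM dose, activation of 40% or more, normalized to positive control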;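 further: 100% = tunicamycin at 10 µg/mL and 0% = DMSO alone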
#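 assay system = CHO CHOP reporter cells | amount = 500 CHO-CHOP cells per well | buffer or medium = F12 with 10% FBS | incubation = 16-18 h cell attachment, then 6 h compound exposure, 37 °C | detection = luminescence read with Steady-Glo | read-out = percent activation relative to tunicamycin control | controls = tunicamycin high control, DMSO low control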
# Jurkat NFkB inh: lowers PMA/ionomycin-induced NF-kB signal in Jurkat cells; PMA/ionomycin-induced NF-kB luciferase reporter, luminescence; inhibition, % at 4 µM; 0.53% of 330,000 active; AID 435003; in the data active means inhibition above about 50%
# EBI2 block: blocks human EBI2 receptor beta-arrestin signaling. P32249. EBI2 beta-arrestin recruitment, luminescence, 7a,25-OHC stimulated. inhibition, % at 5 µM. 0.81% of 360,000 active. AID 651636; in the data active means inhibition above about 38%;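 further: enzyme fragment complementation signal reports receptor beta-arrestin coupling in cells; 0% = agonist plus DMSO wells and 100% = wells without agonist; some results beyond the cut were filed as inactive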
# Target sequence (P32249 whole entry, looked up, the tested form may be a part): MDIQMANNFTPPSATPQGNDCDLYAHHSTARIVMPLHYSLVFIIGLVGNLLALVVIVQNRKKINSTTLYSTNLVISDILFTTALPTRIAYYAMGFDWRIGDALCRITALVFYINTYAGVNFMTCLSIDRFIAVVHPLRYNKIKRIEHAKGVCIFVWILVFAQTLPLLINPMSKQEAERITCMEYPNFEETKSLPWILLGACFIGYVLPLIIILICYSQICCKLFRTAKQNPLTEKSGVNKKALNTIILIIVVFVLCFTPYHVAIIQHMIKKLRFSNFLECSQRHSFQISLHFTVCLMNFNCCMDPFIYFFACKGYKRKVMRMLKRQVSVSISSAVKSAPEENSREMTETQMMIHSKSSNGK
# Gli-Sufu block: blocks Gli-Sufu signaling in a luciferase reporter | Sufu-KO-LIGHT fibroblasts, Gli luciferase reporter luminescence | inhibition, % at 5 µM | 0.74% of 340,000 active | AID 588413;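 active means inhibition above about 55%, limit read from the data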;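 further: 0% = DMSO-treated cells and 100% = wells with medium but no cells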
# Mdm2-MdmX inh: inhibitors of human Mdm2/MdmX interaction; O15151+Q00987; SaOS-2 split-luciferase Mdm2/MdmX complementation, luminescence; inhibition, % at 8 µM; 3% of 330,000 active; AID 485346;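 active means inhibition of at least 50% at 8 µM in the primary screen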
# 697 NFkB inh: inhibitors of the PMA/ionomycin-induced NF-kB reporter in 697 B cells | 697 B-cell NF-kB luciferase reporter, 16 h | inhibition, % at 4 µM | 0.33% of 330,000 active | AID 435022; in the data active means inhibition above about 35%
# CCR6 antag: blocks CCL20-driven beta-arrestin recruitment at human CCR6; P51684; CHO-K1 CCR6 PathHunter beta-arrestin, luminescence, CCL20-stimulated; inhibition, % at 20 µM; 0.49% of 340,000 active;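 active means compounds whose inhibition of the agonist-driven luminescence signal at 20 µM reaches about 50%, limit read from the data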;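 further: cells stimulated with CCL20 at 14 nM final; plate controls were DMSO with CCL20 for no effect and DMSO without agonist for full effect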
# Target sequence (P51684 whole entry, looked up): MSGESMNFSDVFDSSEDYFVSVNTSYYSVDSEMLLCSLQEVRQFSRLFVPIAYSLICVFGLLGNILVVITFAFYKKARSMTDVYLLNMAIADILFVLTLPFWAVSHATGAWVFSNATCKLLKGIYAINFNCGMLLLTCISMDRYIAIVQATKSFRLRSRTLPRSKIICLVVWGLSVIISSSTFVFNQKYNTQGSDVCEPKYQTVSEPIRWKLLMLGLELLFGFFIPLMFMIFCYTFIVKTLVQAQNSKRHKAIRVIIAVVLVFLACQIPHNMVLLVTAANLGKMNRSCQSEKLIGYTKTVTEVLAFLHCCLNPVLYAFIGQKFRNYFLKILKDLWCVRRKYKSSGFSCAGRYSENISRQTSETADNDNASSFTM
# The depositor's hits bear a star; i = inactive; · = not tested or not shown.
SMILES	XBP1 UPR activ	CXCR6 inh	UPR CHOP act	Jurkat NFkB inh	EBI2 block	Gli-Sufu block	Mdm2-MdmX inh	697 NFkB inh	CCR6 antag
COc1ccccc1N1CCN(C(C)C(=O)Nc2ccc(S(=O)(=O)N3CCOCC3)cc2)CC1 (stereo unspecified)	-1.9	-8.7	-2.3	13.1	-6.6	6.1	-4.7	10.2	7.7
Cc1ccc(N(C(=O)c2nsc(Cl)c2Cl)C(C(=O)NC2CCCC2)c2ccc(O)cc2)cc1C (stereo unspecified)	-0.1	2.8	0.4	-37.7	14.9	-20.9	-3.5	11.4	0.3
CCCn1nc(NS(=O)(=O)c2ccc(F)cc2)c2cc3ccccc3nc21	-9.3	10.1	1.3	26.1	-1.9	-2.9	-11.5	-9.3	13.2
Cc1cc2ccccn2c1C(=O)c1ccc([N+](=O)[O-])cc1[N+](=O)[O-]	-3.9	2.5	-0.6	13.1	-28.4	-4.5	16.2	-8.8	-1.2
O=C(N/N=C\c1ccc(OC(=O)c2cccs2)cc1)c1ccc(Cl)cc1	0.1	-2.9	3.6	6.9	0.5	-9.6	13.7	-16.6	11.3
CN1[C@@H](CC(=O)c2ccccc2)CCC[C@H]1C[C@H](O)c1ccccc1	-1.3	1.0	-1.0	-14.7	1.0	-4.3	-14.8	-4.0	-1.6
CCN(CC)c1ccc(S(=O)(=O)N2CCOCC2)cc1NC(=O)CN1CCc2ccccc2C1	-1.2	0.3	-0.4	-1.1	17.6	26.4	22.1	7.3	11.6
CCN(CC)S(=O)(=O)c1cccc(NC(=O)C2CC(=O)N(c3ccc4c(c3)OCCO4)C2)c1 (stereo unspecified)	-3.5	-3.3	-1.1	15.2	1.4	22.0	36.4	-6.1	9.8
Nc1nnc(CCCCCCCCCCc2nnc(N)s2)s1	-2.0	-6.0	-2.1	7.4	-13.1	-0.9	26.4	-5.3	4.1
CCN(CC)CCOC(=O)c1ccc(N/C=C(/C#N)c2nc(-c3ccc(OC)cc3)cs2)cc1	2.1	-5.9	3.6	24.0	1.9	4.1	16.9	-7.4	4.8
CCOC(=O)c1cc(NC(=O)c2ccoc2C)cc(C(=O)OCC)c1	0.4	3.4	0.9	10.3	10.1	-6.9	14.6	36.5*	4.2
O=C(CSC(=S)N1CCCCC1)Nc1nc(-c2ccccc2)c(-c2ccccc2)o1	3.5	6.1	-0.9	4.6	11.7	-1.8	9.7	-1.9	27.9
Cc1ccc(NC(=O)CN2C(=O)COc3ccc(S(=O)(=O)N4CCOCC4)cc32)cc1N(C)C	-2.8	1.6	-2.0	11.5	-0.1	-9.0	12.7	-1.5	3.8
c1ccc2c(c1)nc(CN1CCOCC1)n1c3ccccc3nc21	6.8	-1.3	-0.9	-6.3	-2.1	8.0	5.3	3.0	1.9
COc1ccc(NC(=O)Nc2ccc3c(c2)C(=O)N([C@@H](C)CO)C[C@@H](C)[C@@H](CN(C)CC2CCCCC2)O3)cc1	-1.3	14.5	0.2	7.1	3.4	1.3	28.9	15.5	8.4
COc1ccc(OC)c(S(=O)(=O)N2CCN(C(=O)c3ccco3)CC2)c1	-3.7	-3.8	0.6	6.8	-0.6	2.2	5.6	-3.4	11.9
O=C1[C@H]2[C@@H](c3ccc(Cl)cc3)N3C(=O)N(c4cccc(Br)c4)C(=O)[C@@]3(Cc3ccc(Cl)cc3)[C@H]2C(=O)N1C1CCCCC1	2.6	1.6	-0.1	8.3	0.5	2.8	-21.0	-12.7	14.7
CC(=O)Nc1ccccc1C(=O)N1CCc2ccccc21	5.7	-6.2	1.1	-0.9	-4.3	0.0	5.0	15.8	-22.0
CC(=O)OCC(OC(C)=O)C(OC(C)=O)C(OC(C)=O)C(=O)Nc1ccccc1C (stereo unspecified)	-0.2	-3.0	-0.6	5.6	-8.5	-12.9	-4.4	15.2	18.6
CCOC(=O)N=Nc1c(O)n(CC)c2ccccc12	2.5	5.4	3.4	10.0	-8.8	-7.2	-8.7	-12.0	-0.6

# Three of these compounds in a different format.
SMILES: O=C(N/N=C\c1ccc(OC(=O)c2cccs2)cc1)c1ccc(Cl)cc1
  XBP1 UPR activ: 0.1 | CXCR6 inh: -2.9 | UPR CHOP act: 3.6 | Jurkat NFkB inh: 6.9 | EBI2 block: 0.5 | Gli-Sufu block: -9.6 | Mdm2-MdmX inh: 13.7 | 697 NFkB inh: -16.6 | CCR6 antag: 11.3

SMILES: CN1[C@@H](CC(=O)c2ccccc2)CCC[C@H]1C[C@H](O)c1ccccc1
  XBP1 UPR activ: -1.3 | CXCR6 inh: 1.0 | UPR CHOP act: -1.0 | Jurkat NFkB inh: -14.7 | EBI2 block: 1.0 | Gli-Sufu block: -4.3 | Mdm2-MdmX inh: -14.8 | 697 NFkB inh: -4.0 | CCR6 antag: -1.6

SMILES: CCN(CC)c1ccc(S(=O)(=O)N2CCOCC2)cc1NC(=O)CN1CCc2ccccc2C1
  XBP1 UPR activ: -1.2 | CXCR6 inh: 0.3 | UPR CHOP act: -0.4 | Jurkat NFkB inh: -1.1 | EBI2 block: 17.6 | Gli-Sufu block: 26.4 | Mdm2-MdmX inh: 22.1 | 697 NFkB inh: 7.3 | CCR6 antag: 11.6

# (continued)
SMILES	XBP1 UPR activ	CXCR6 inh	UPR CHOP act	Jurkat NFkB inh	EBI2 block	Gli-Sufu block	Mdm2-MdmX inh	697 NFkB inh	CCR6 antag
CCCOc1ccc(-c2nc(C#N)c(N3CCc4ccccc4C3)o2)cc1	-1.6	16.4	-0.3	11.7	8.2	42.4	13.9	11.2	4.0
CC1(C)C2([N+](=O)[O-])CN3CC1([N+](=O)[O-])CN(C2)C31CCCC1	-2.1	-3.0	-1.4	-4.8	-25.4	2.0	8.5	4.2	-15.6
CCN(CC)S(=O)(=O)c1cccc(NC(=O)COC(=O)C2COc3ccccc3O2)c1 (stereo unspecified)	0.9	2.3	1.1	1.7	-19.6	-4.9	-16.6	27.6	9.5
CCOc1ccc(NC(=O)c2cccc(-n3cccc3)c2)cc1S(=O)(=O)N1CCOCC1	-2.6	-8.0	-0.8	-14.1	3.2	·	20.3	-30.4	·
Cc1nc2c(-c3ccccc3)c(C)nn2c(C)c1CCC(=O)N1CCOCC1	-0.6	5.4	-0.8	-7.4	-8.2	1.3	16.3	-25.8	5.9
CC(C)Cn1c(N)c(C(=O)COC(=O)c2cc(C(F)(F)F)nc3ccccc23)c(=O)n(C)c1=O	0.4	·	7.7	1.3	·	16.2	27.4	-25.8	10.9
C=CCNC(=S)N/N=C/c1ccc(C)c([N+](=O)[O-])c1	·	1.2	·	·	-23.6	-4.0	·	·	9.0
O=C(Cn1cnc2c(OCc3ccccc3)ncnc21)NCc1ccccc1	-1.3	2.1	1.3	11.5	1.0	-2.4	24.6	3.8	-4.3
O=C(CSc1cccc[n+]1[O-])Nc1ccc2c(c1)OCO2	1.8	-9.8	0.4	6.4	-3.9	8.2	-0.2	10.9	-14.0
CCCc1cc(C(=O)Cc2nc3ccccc3s2)c(O)cc1O	1.2	-5.2	-1.6	-4.3	-7.3	-26.3	22.6	14.6	-12.1
CCn1nc(C)cc1C(=O)N1CCCC(N2CCN(c3ccccc3OC)CC2)C1 (stereo unspecified)	-3.2	5.8	-1.1	0.5	3.3	22.8	13.3	5.1	2.8
CC(C)(C)C(=O)COC(=O)CCc1nc2ccccc2[nH]c1=O	0.8	0.1	-1.2	-0.6	1.7	2.9	-26.8	6.8	10.1
Nc1nonc1-n1nnc(C(=O)N/N=C/c2ccccc2)c1CSc1ccccc1	2.0	-2.8	0.6	-8.5	2.7	5.5	17.6	-7.4	10.0
COc1cc(NC(=O)CN(C)Cc2ccc(OC(F)F)cc2)c(C)cc1[N+](=O)[O-]	-4.3	-0.8	0.7	9.2	12.1	24.2	2.5	-11.3	15.4
COc1ccc(C)cc1NC(=O)c1ccc(OC(F)F)cc1	1.0	-2.4	0.9	-18.6	13.2	4.5	-19.5	-3.1	10.7
CCc1ccccc1Nc1nc2ccccc2n1C	-1.9	-1.0	3.3	13.1	-11.3	21.0	-39.5	-2.5	-3.0
O=C(Nc1nc2ccccc2s1)c1ccc2c(c1)OCO2	-1.5	-7.5	-2.1	-216.9	14.8	-101.1	-161.1	-437.8	4.1
COc1cc(NC(=O)C2CCCO2)c(OC)cc1Cl (stereo unspecified)	2.2	-10.1	0.2	-9.3	7.5	-2.3	12.2	-6.7	7.6
COc1ccc(-c2cccc(-c3cc(=O)oc4cc(OC)c(OC)c(OC)c34)c2)cc1	5.5	1.6	4.4	·	21.4	-0.1	36.7	-15.1	14.3
COc1ccc(-c2nnc(NC(=O)c3ccccc3[N+](=O)[O-])s2)c(OC)c1	17.1	4.2	-0.5	1.0	4.5	0.5	15.7	5.6	14.5

# Other structures
SMILES	XBP1 UPR activ	CXCR6 inh	UPR CHOP act	Jurkat NFkB inh	EBI2 block	Gli-Sufu block	Mdm2-MdmX inh	697 NFkB inh	CCR6 antag
CCN1C(=O)C(O)(CC(=O)c2ccc(-n3cccc3)cc2)c2ccccc21 (stereo unspecified)	-1.8	-6.7	-0.4	9.6	10.0	-1.2	3.7	13.2	1.6
N#CC1=C(N)N(c2ncn[nH]2)C2=C(C(=O)CCC2)C1c1ccccc1 (stereo unspecified)	-0.6	-1.7	-3.4	9.6	2.8	-1.9	-16.7	-8.8	-2.0
CCOC(=O)C1=C(C)Nc2nnnn2C1c1c[nH]c2ccccc12 (stereo unspecified)	-3.9	·	-1.4	-7.7	·	·	3.0	-18.1	·
Cc1ccc(C(=O)C2=C(O)C(=O)N(c3ncccn3)C2c2ccc(Cl)cc2)o1 (stereo unspecified)	4.7	7.0	-3.6	-7.2	0.6	8.8	2.4	2.9	-4.0
O=C(OCC(=O)N1CCN(C(=O)c2ccco2)CC1)c1cncc(Br)c1	3.9	-0.6	-1.3	6.8	-12.0	2.5	-20.4	9.9	-8.7
C/C(Cc1ccccc1)=N\NC(=O)CNC(=O)c1ccc(F)cc1	-1.6	0.5	1.3	4.3	-11.0	·	20.1	-14.0	6.7
COc1ccc(NC(=O)C2CCCN(S(=O)(=O)c3ccc(-n4cnnn4)cc3)C2)cc1 (stereo unspecified)	2.8	-5.5	0.6	14.9	-2.5	·	15.0	9.2	14.8
CCCNC(=O)CSc1nccn1Cc1ccc(OC)cc1	1.2	1.4	0.4	-1.4	-3.0	-6.3	8.1	15.9	-1.5
CCOC(=O)c1sc(NC(=O)C(C)C)c(C#N)c1C	-0.1	-5.8	-0.4	-2.2	3.9	-10.8	-9.6	-12.8	9.3
O=C(Cc1n[nH]c(=O)c2ccccc12)OCc1c(Cl)cccc1Cl	0.4	7.9	0.6	-30.7	4.6	-1.3	57.1*	i	-1.0
CCCNC(=O)NC(=O)CN1C(=O)NC(C)(c2ccc(C)cc2)C1=O (stereo unspecified)	-1.3	2.1	1.5	11.6	-9.6	0.2	18.3	20.8	-14.8
Cc1ccc(-c2nc(N)sc2C)cc1	0.9	-0.1	2.1	1.5	-5.4	0.2	-27.1	-2.0	-1.8
Cc1ccc(S(=O)(=O)NCc2c(-c3ccccc3)c3cc(Cl)ccc3[nH]c2=O)cc1	2.9	-2.4	1.5	2.1	-8.6	-0.3	14.7	13.7	-19.6
CC(C)NC(=O)c1ccccc1NC(=O)c1ccccc1N(C)S(C)(=O)=O	2.6	-0.5	1.1	9.1	-6.7	0.8	-0.4	2.4	-16.6
COc1ccc(CNC(=O)COC(=O)C2CC3C=CC2C3)cc1 (stereo unspecified)	-1.6	4.6	-1.3	-11.0	-1.7	-1.7	2.2	-7.8	13.7
O=C(COc1ccc(F)cc1)N(Cc1cccs1)C1CCS(=O)(=O)C1 (stereo unspecified)	-1.7	2.1	1.7	4.5	8.6	1.4	2.6	8.0	1.9
